AID2073: disruptors of CaV2.2 binding to Mint1 – biochemical, HTRF (AID 2073). HTRF protein-protein interaction, Mint1-CaV2.2; higher % means a stronger effect. inhibition, % at 20 µM; hits with a dose series show IC50 in µM. hit rate 0.19% among 290,000; in the data active means inhibition mostly above about 51%, no sharp cut-off; inconclusive means no clear call, values can overlap the other calls; inactive means mostly below about 53%; further: some results filed as inactive read as strong as hits
SIAH1 antagonists: Siah-1 peptide-binding antagonists, primary screen, biochemical, fluorescence polarization, rhodamine-plectin, uHTS (AID 1817); hit rate 0.02% among 290,000; displacement, % at 20 µM, or IC50 in µM where a hit was titrated; Siah-1 / rhodamine-plectin peptide fluorescence polarization; higher % means a stronger effect;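 active means displacement of at least 50% at 20 µM, with a fluorescence ratio check between 0.3 and a set limit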;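 further: plate controls were Siah plus tracer with DMSO for no effect and tracer alone without Siah for full effect; strong numbers were not always called active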
Lipid droplet: hepatic lipid droplet formation modulation; AML12 mouse hepatocytes, oleate lipid droplets, BODIPY imaging; hit rate 0.4% among 240,000; inhibition, % at 6.5 µM; AID 1656;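 active means lipid droplet intensity inhibited by at least 50%, with more than 500 cells counted; inconclusive means wells with under 300 cells, treated as cytotoxic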
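Test system: AML12 hepatocytes (mouse); reagent: oleate loading, 100 µM; dosing: one dose, 6.5 µM compound; incubation: overnight exposure; signal: fluorescence imaging, 20x objective, two fields per well; read-out basis: % inhibition of corrected integrated BODIPY droplet signal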
Dengue-2 NS5 capping: flavivirus cap methylation enzyme inhibition – biochemical, confirmation dose response, primary screen (AID 588689) | Dengue-2 NS5 methyltransferase capping enzyme assay, biochemical; higher % means a stronger effect | inhibition, % at 25 µM, or IC50 in µM where a hit was titrated | hit rate 0.3% among 340,000; in the data active means a potency from the dose series; inconclusive means inhibition above about 29% without an active follow-up result
LYP inhibition: PTPN22 lymphoid phosphatase activity blockers – biochemical, fluorescence intensity, uHTS (AID 1779). recombinant LYP phosphatase, fluorescence intensity; higher % means a stronger effect. inhibition, % at 11.5 µM; hits with a dose series show IC50 in µM. hit rate 0.054% among 290,000;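 further: plate controls were vehicle with enzyme for no effect and no enzyme for full effect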
XIAP displacement: small molecules displacing peptide from XIAP – biochemical, IAP family, fluorescence polarization (AID 1018). displacement, % at 20 µM; hits with a dose series show IC50 in µM. hit rate 0.007% among 200,000. XIAP BIR domain, fluorescence polarization peptide displacement; higher % means a stronger effect; in the data active means displacement above about 50%; further: a part of the inactive calls stands beside numbers as strong as those of hits
Myeloid diff 2: compounds promoting myeloid differentiation; calls only at 10 µM; hit rate 1% among 360,000; AID 624256; ER-HoxA9 myeloid progenitors, lysozyme-GFP differentiation, flow cytometry;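 active means normalized GFP-positive differentiation at or above the plate's own cutoff, the solvent-only control mean plus 3 SD; inconclusive means no clear call, values can overlap the other calls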;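 further: cells exposed to compound for four days before flow analysis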
NOD2 inhibition: NOD2 signaling inhibitors, cell-based, luminescence, uHTS, HEK293 (AID 1566) | HEK293 NOD2/NF-kB luciferase reporter, luminescence; higher % means a stronger effect | one-dose inhibition, % at 4 µM; EC50 in µM for titrated hits | hit rate 0.63% among 290,000; further: many of its hits are not listed in these tables
HIV fusion peptide: inhibitors of HIV fusion peptide binding, primary screen, biochemical, uHTS, fluorescence dequenching (AID 1986) | cell-free peptide binding, fluorescence dequenching, 30 min; higher % means a stronger effect | inhibition, % at 20 µM, or IC50 in µM where a hit was titrated | hit rate 0.3% among 290,000; in the data active means inhibition mostly above about 52%, no sharp cut-off; inactive means mostly below about 76%; further: some results filed as inactive read as strong as hits
Lipid droplet cells 6.5 µM: recorded beside Lipid droplet, whose call it bears; cell count; measured here: cell count, cytotoxicity flag;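 cells counted across two imaged fields per well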
Dengue-2 NS5 capping pilot replicate: recorded beside Dengue-2 NS5 capping, whose call it bears; inhibition, %; measured here: pilot screen replicate inhibition
Myeloid diff 2 GFP+ MAC1+ %: recorded beside Myeloid diff 2, whose call it bears; GFP+ MAC1+ double positive, %; measured here: differentiation confirmed by MAC1 staining
Starred values were filed as active, the others as inactive; i = inactive; ? = inconclusive; . = not tested or not shown; + = active, no number. Unless noted, no stated cut-off is given here; in the data, active means inhibition above about 50%; inactive means the rest. An excerpt, so the mix of outcomes need not match the whole.

SMILES	AID2073	SIAH1 antagonists	Lipid droplet	Lipid droplet cells 6.5 µM	Dengue-2 NS5 capping	LYP inhibition	XIAP displacement	Myeloid diff 2	Myeloid diff 2 GFP+ MAC1+ %	NOD2 inhibition	HIV fusion peptide	others
O=C(c1cnn(C(=O)COc2ccc(Cl)cc2)c1)c1ccccc1O	12%	12%	9	608	-1%	-6%	-1.2%	i	0.8	-4%	-0.7%
NS(=O)(=O)c1ccc(NC(=O)CSc2nnc(Cc3cccs3)n2-c2ccccc2)cc1	-14%	0%	-33	655	9%	-3%	-9.1%	i	0.7	2%	0.4%
COc1ccc(/C=N/Nc2cc(C)nc3ccc(OC)cc23)c(OC)c1	26%	-7%	-24	832	-3%	-6%	.	.	.	13%	-5.0%
Cc1ccc(C)c(CN2C(=O)CSc3ccc(C(=O)NCC(C)CN4CCC(C)CC4)cc32)c1 (configuration not stated)	-8%	-2%	-8	804	-4%	-2%	.	i	0.2	5%	0.1%
CCN(c1cccc(C)c1)S(=O)(=O)c1ccc2c(c1)oc(=O)n2C	?	5%	0	864	-8%	-6%	.	i	0.7	1%	0.2%
COC(=O)C1=C(C)NC(=O)/C1=C\c1cccs1	-6%	-2%	.	.	3%	-6%	-1.7%	i	1.3	8%	0.0%
COCCN(Cc1cc2cc(C)ccc2nc1Cl)C(=O)Nc1ccccc1OC	10%	0%	-4	574	0%	1%	-5.7%	i	0.6	-6%	0.9%
COc1ccc(OC)c(NC(=O)CCNS(=O)(=O)c2ccc3c(c2)c(=O)n(C)c(=O)n3C)c1	-6%	-6%	4	633	-9%	-13%	-8.6%	i	0.6	7%	-3.1%
CCOc1ccc(CCNC(=O)Cn2ncn3nc(-c4ccc(OC)cc4)cc3c2=O)cc1	24%	-2%	0	779	-5%	-11%	.	i	3.9	2%	-2.1%
COc1ccc(C(CNCC(=O)Nc2ccccc2F)N(C)C)cc1 (configuration not stated)	5%	1%	.	.	3%	-11%	.	i	0.5	-20%	0.5%
COc1cc(SC#N)ccc1N=Cc1c(C)[nH]n(-c2ccc(C)cc2)c1=O	2%	0%	0	642	4%	-2%	-5.5%	i	0.7	10%	3.2%
C/C(=C\C#N)n1nc(C)cc1N	2%	2%	.	.	-7%	-4%	-5.5%	i	2.3	17%	-2.1%
COCc1cc(Sc2ccc(Cl)cc2)nc(C)n1	-1%	3%	0	717	-9%	-7%	-1.6%	i	0.4	22%	-0.7%
CCCCS(=O)CC(CS(=O)CCCC)OC(=O)c1ccccc1 (configuration not stated)	-4%	3%	.	.	-2%	-12%	-3.8%	i	0.6	11%	-1.8%
O=C(O)c1ccccc1-c1ccccc1C(=O)Nc1ccccc1Br	-6%	12%	-1	649	-5%	-12%	.	?	.	-9%	1.1%

Structures above that have a Cl atom, in the order listed:
SMILES	AID2073	SIAH1 antagonists	Lipid droplet	Lipid droplet cells 6.5 µM	Dengue-2 NS5 capping	LYP inhibition	XIAP displacement	Myeloid diff 2	Myeloid diff 2 GFP+ MAC1+ %	NOD2 inhibition	HIV fusion peptide	others
O=C(c1cnn(C(=O)COc2ccc(Cl)cc2)c1)c1ccccc1O	12%	12%	9	608	-1%	-6%	-1.2%	i	0.8	-4%	-0.7%
COCCN(Cc1cc2cc(C)ccc2nc1Cl)C(=O)Nc1ccccc1OC	10%	0%	-4	574	0%	1%	-5.7%	i	0.6	-6%	0.9%
COCc1cc(Sc2ccc(Cl)cc2)nc(C)n1	-1%	3%	0	717	-9%	-7%	-1.6%	i	0.4	22%	-0.7%

Other structures follow.
SMILES	AID2073	SIAH1 antagonists	Lipid droplet	Lipid droplet cells 6.5 µM	Dengue-2 NS5 capping	LYP inhibition	XIAP displacement	Myeloid diff 2	Myeloid diff 2 GFP+ MAC1+ %	NOD2 inhibition	HIV fusion peptide	others
Cc1cc(=O)c2cc(Br)ccc2n1CC(=O)NCc1ccccc1	15%	2%	-1	646	6%	-6%	.	i	0.7	14%	1.5%
O=C(NCc1ccccn1)c1ccc(Cl)c(S(=O)(=O)N2CCOCC2)c1	-8%	4%	13	828	-3%	-7%	.	i	0.2	18%	-0.8%
CS(=O)(=O)N1CCN(c2ccc(Cl)cc2[N+](=O)[O-])CC1	-5%	10%	-2	454	2%	-5%	-7.7%	i	0.6	9%	0.9%
Cn1c2ccccc2c2n[nH]c(=O)nc21	3%	0%	12	709	-2%	-5%	-1.9%	i	0.6	1%	-0.2%
O=C(CCS(=O)(=O)Cc1ccccc1)N1CCc2ccccc2C1	0%	3%	12	748	1%	-3%	-2.2%	i	1.1	11%	0.2%
CC(C)OC(=O)CSc1nnc(COc2ccc([N+](=O)[O-])cc2)n1C	-6%	8%	3	668	5%	-5%	-5.4%	i	0.2	16%	-0.9%
CCOC(=O)C1=C(CC)Nc2ccccc2N=C1NC(=O)Nc1ccc(Cl)c(Cl)c1	-10%	-4%	4	736	1%	-2%	-15%	i	0.4	-17%	0.9%
C(=N\NCc1ccccc1)/c1ccc2ncccc2c1	-12%	11%	19	646	.	-5%	.	i	0.6	-88%	0.4%
CCC(=O)Nc1cccc(NC(=O)COc2ccc(OC)cc2)c1	-2%	6%	6	727	1%	-6%	-4.6%	i	0.3	6%	-1.5%
COc1ccc2c(c1OC)C(=O)N1c3ccccc3COC21 (configuration not stated)	7%	2%	.	.	-12%	-6%	-3.0%	i	0.6	-89%	-2.3%
COc1ccc(-c2nn(CCC(=O)O)cc2/C=C2\SC(N)=NC2=O)cc1OC	2%	8%	-2	564	-31%	-2%	0.3%	i	0.8	20%	10%
CCCCN(C)Cc1c(O)ccc2c(-c3ccccc3)cc(=O)oc12	26%	2%	2	667	-6%	3%	1.8%	i	0.1	-1%	1.2%
Cn1cc(/C=N/Nc2ccccc2)c2ccccc21	2%	0%	-13	643	-9%	6%	-14%	i	0.7	-45%	-3.3%
COc1ccc(/C=C2/N=C3CCCCCN3C2=O)cc1	34%	5%	-18	665	-5%	-6%	-1.9%	i	0.2	11%	3.1%
Fc1cccc(CNCC2CCCO2)c1 (configuration not stated)	8%	0%	-1	815	0%	-5%	.	i	0.6	-1%	-1.1%
CC(=O)C(Cc1ccccc1)NC(=O)CCl (configuration not stated)	-2%	24%	17	688	-8%	-7%	-4.5%	i	1.2	14%	1.0%
Cc1c(Br)c([N+](=O)[O-])nn1CC(=O)N1CCc2ccccc21	-3%	17%	3	669	-9%	-3%	-7.8%	i	0.3	10%	-0.3%
CC(C)CCNC(=S)Nc1ccc([N+](=O)[O-])cc1	-38%	-2%	-32	608	-9%	7%	-0.3%	i	0.4	1%	-2.1%
Cc1ccc(C2=C(O)c3ccccc3C(=O)C2=O)cc1	-6%	5%	6	844	10%	-6%	.	i	0.6	3%	-2.9%
Cc1cc(C)c2oc(C(=O)NC3CCS(=O)(=O)C3)cc(=O)c2c1 (configuration not stated)	7%	-3%	-19	681	-3%	-10%	.	i	0.5	8%	0.1%
CCOC(=O)c1sc(=S)n(C)c1N	-5%	-5%	.	.	2%	-5%	-0.1%	i	0.7	4%	-2.1%
CCCCN(C)CCCNC(=O)CN1C(=O)CSc2ccc(S(=O)(=O)N3CCOCC3)cc21	?	-8%	-3	759	-1%	-4%	-5.7%	i	0.1	3%	1.4%
O=C(CSc1cccc2cccnc12)Nc1cc(C(=O)O)cc(C(=O)O)c1	-12%	4%	2	786	-7%	-9%	.	i	0.8	-4%	2.0%
CCOc1ccc(NC(=O)CC2C(=O)Nc3ccccc3N2C(=O)c2ccccc2)cc1 (configuration not stated)	15%	6%	4	733	0%	-3%	-7.6%	i	0.6	0%	-1.3%
O=C(CSc1nccc(-c2cccs2)n1)Nc1ccc(F)c(Cl)c1	2%	1%	-7	700	-5%	2%	.	i	0.7	13%	-0.2%
COc1ccccc1CNC(=O)CCN1C(=O)COc2ccc(C)cc21	-10%	11%	.	.	-5%	-4%	-8.6%	i	1.5	6%	-0.8%	Dengue-2 NS5 capping pilot replicate=-0.5
CCSc1nnc(NC(=O)CSc2nnc(Cc3cccn3C)n2CCc2ccccc2)s1	-2%	-1%	-2	733	6%	4%	0.3%	i	0.7	-4%	5.9%
O=Cc1c(NCCCN2CCCC2=O)c2ccccc2[nH]c1=O	-14%	1%	9	834	-2%	-4%	.	i	0.4	3%	0.6%	Dengue-2 NS5 capping pilot replicate=-1.5
CCC(=O)OCc1c(C(F)(F)F)nn(C)c1Sc1ccc(F)cc1	0%	-1%	.	.	-1%	-2%	-4.5%	+	7.3*	22%	0.0%
COc1ccc(/C=C/C(=O)Oc2ccc(/C=N\NC(=O)c3ccc(F)cc3)cc2)cc1	21%	5%	-24	598	-3%	-10%	4.3%	i	0.1	3%	5.1%

Grouped by structure: the entries above with a COOH group.
SMILES	AID2073	SIAH1 antagonists	Lipid droplet	Lipid droplet cells 6.5 µM	Dengue-2 NS5 capping	LYP inhibition	XIAP displacement	Myeloid diff 2	Myeloid diff 2 GFP+ MAC1+ %	NOD2 inhibition	HIV fusion peptide	others
O=C(O)c1ccccc1-c1ccccc1C(=O)Nc1ccccc1Br	-6%	12%	-1	649	-5%	-12%	.	?	.	-9%	1.1%
COc1ccc(-c2nn(CCC(=O)O)cc2/C=C2\SC(N)=NC2=O)cc1OC	2%	8%	-2	564	-31%	-2%	0.3%	i	0.8	20%	10%
O=C(CSc1cccc2cccnc12)Nc1cc(C(=O)O)cc(C(=O)O)c1	-12%	4%	2	786	-7%	-9%	.	i	0.8	-4%	2.0%

Next records follow:
SMILES	AID2073	SIAH1 antagonists	Lipid droplet	Lipid droplet cells 6.5 µM	Dengue-2 NS5 capping	LYP inhibition	XIAP displacement	Myeloid diff 2	Myeloid diff 2 GFP+ MAC1+ %	NOD2 inhibition	HIV fusion peptide	others
COC(=O)c1ccc2c(c1)nc(C)n2CCO	-7%	10%	5	610	4%	-3%	7.2%	i	2.0	5%	-0.9%
Cc1cc(C(=O)N/N=C/C=C/c2ccccc2)n[nH]1	1%	-1%	4	710	-5%	-1%	.	i	0.7	14%	-2.7%
COc1ccc2c(c1)nc(SCC(=O)c1ccc(Br)s1)n2C	10%	0%	.	.	-6%	0%	-1.4%	i	7.2	17%	3.1%
O=C(O)c1ccccc1C(=O)Nc1ccc(S(=O)(=O)Nc2ccc(F)cc2)cc1	4%	4%	9	815	-10%	0%	.	i	0.5	-18%	5.6%
Cc1ccc(-n2c(=O)cc(N3CCCCCC3)[nH]c2=O)cc1	1%	6%	?	.	0%	0%	-5.6%	i	4.8	9%	-2.1%
COC(=O)c1scc(C)c1N/N=C(\C)c1ccc(F)cc1	3%	-2%	-12	740	10%	-7%	-22%	i	1.8	-14%	-2.5%

Source: PubChem
